Bim-Bcl-XL = inhibitors of Bim-Bcl-XL binding, primary screen, biochemical, multiplexed, bead flow cytometry, human Bcl-XL. Bim peptide-Bcl-XL binding, fluorescence. inhibition, % at 10 µM. 0.04% of 190,000 active. AID 1007, 2008
Cdc42 wt = modulators of GTP binding to wildtype Cdc42, primary screen, biochemical, multiplex bead flow cytometry, Bodipy-GTP; Cell division control protein 42 homolog (Homo sapiens), P60953; GST-Cdc42 beads; actives lie on both sides; percent activity (GTP binding), % at 10 µM; 0.2% of 190,000 active; AID 761, 2007;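 active = percent activity GTP binding at least 20 points away from the 100% baseline, either down as inhibitor or up as activator; inconclusive = compound flagged as likely green fluorescent from well-wide comparison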;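 also: median bead fluorescence of bound Bodipy-FL-GTP at 100 nM; 0% = excess unlabeled GTP control and 100% = no compound control; below 100% means less GTP binding so inhibitor and above means activator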
Target sequence (P60953 whole entry, looked up): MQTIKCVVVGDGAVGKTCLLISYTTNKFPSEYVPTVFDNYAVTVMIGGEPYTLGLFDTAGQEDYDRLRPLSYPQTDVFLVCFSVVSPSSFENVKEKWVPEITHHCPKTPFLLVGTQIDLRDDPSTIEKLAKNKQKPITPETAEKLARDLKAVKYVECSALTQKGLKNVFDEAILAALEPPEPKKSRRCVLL
Rac1 mut GTP = GTP binding modulators of activated mutant Rac1, primary screen, biochemical, bead-based flow cytometry, multiplex, fluorescent GTP; Ras-related C3 botulinum toxin substrate 1 (Homo sapiens), P63000; GST-Rac1 activated beads; actives lie on both sides; 100% means binding = to untreated wells; percent activity (GTP binding), % at 10 µM; 0.11% of 190,000 active; AID 764, 2007;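 active = GTP binding at least 20 percentage points away from the 100% baseline, in either direction, so actives lie on both sides; inconclusive = Compound likely fluorescent itself, or too few beads counted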
Rab7 wt GTP bind = modulators of GTP binding to Rab7, primary screen, biochemical, wildtype, multiplex bead flow cytometry; GTP binding activity (percent of control), % at 10 µM; 0.055% of 190,000 active; Rab7 GTPase wild type (dog), Bodipy-FL-GTP binding; GST-Rab7 beads, fluorescent GTP binding; actives lie on both sides; untreated = 100%, excess cold GTP = 0%;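 active = fluorescent GTP binding to Rab7 beads changed by at least 20 points from the 100% baseline, either direction, mostly lower; inconclusive = compound itself probably fluorescent, or too few beads counted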;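 also: median green fluorescence of bound Bodipy-FL-GTP per Rab7 bead population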
Bcl-W Bim block = inhibitors of Bim binding to Bcl-W, primary screen, biochemical, multiplexed, bead-based flow cytometry; Bcl-2-like protein 2 (Homo sapiens), Q92843; Bim peptide-Bcl-W binding; inhibition, % at 10 µM; 0.02% of 190,000 active; AID 952, 2007;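 also: 0% = bound tracer without compound and 100% = peptide blocker; higher means less fluorescent Bim peptide bound to Bcl-W beads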
Target sequence (Q92843 whole entry, looked up): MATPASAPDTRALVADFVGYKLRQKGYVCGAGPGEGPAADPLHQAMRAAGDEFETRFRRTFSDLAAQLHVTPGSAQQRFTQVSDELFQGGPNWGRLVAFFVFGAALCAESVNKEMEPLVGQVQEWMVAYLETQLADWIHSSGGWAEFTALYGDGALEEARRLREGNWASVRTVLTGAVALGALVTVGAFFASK
Bcl-2 Bim block = inhibitors of Bim-Bcl-2 binding, primary screen, biochemical, multiplexed, human Bcl-2 family; Apoptosis regulator Bcl-2 (Homo sapiens), P10415; Bead-based flow cytometry, Bim peptide-Bcl-2 binding; inhibition, % at 10 µM; 0.06% of 190,000 active; AID 950, 2007; in the data active = inhibition above about 40%; inconclusive = no clear call, values can overlap the other calls;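 also: 0% = no compound wells with probe peptide and 100% = reference peptide inhibitor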
Target sequence (P10415 whole entry, looked up): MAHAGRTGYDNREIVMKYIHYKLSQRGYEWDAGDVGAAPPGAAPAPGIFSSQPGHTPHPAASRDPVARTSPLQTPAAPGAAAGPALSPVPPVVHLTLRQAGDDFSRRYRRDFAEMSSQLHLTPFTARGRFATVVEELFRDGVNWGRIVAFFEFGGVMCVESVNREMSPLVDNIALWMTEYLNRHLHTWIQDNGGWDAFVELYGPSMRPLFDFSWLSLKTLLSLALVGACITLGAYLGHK
Rac1 wt GTP bind = wildtype Rac1 GTP binding modulators, primary screen, biochemical, GST-Rac1 beads, flow cytometry, multiplex; AID 757, 2007; GTP binding activity (% of control), % at 10 µM; fluorescent GTP binding; actives lie on both sides; 0 = cold GTP competed, 100 = untreated; 0.27% of 190,000 active;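 active = GTP binding activity at least 20 points away from the 100% control level, either lower or higher; inconclusive = compound flagged as likely green fluorescent, judged across all proteins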
Bfl-1 Bim block = inhibitors of Bim binding to Bfl-1, primary screen, biochemical, multiplexed, bead-based flow cytometry; 0.12% of 190,000 active; inhibition, % at 10 µM; Bcl-2-related protein A1 (Homo sapiens), Q16548; Bim-Bfl-1 binding inhibition; AID 1008, 2008;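 also: 0% = wells without compound plus tracer and 100% = blocker peptide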
Bim-Bcl-B = inhibitors of Bim-Bcl-B binding, primary screen, biochemical, multiplexed, human Bcl-2 family; Bcl-2-like protein 10 (Homo sapiens), Q9HD36; bead-based flow cytometry, Bim peptide-Bcl-B binding; inhibition, % at 10 µM; 0.073% of 190,000 active;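 also: 0% = tracer peptide without compound and 100% = reference inhibitor peptide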
Target sequence (Q9HD36 whole entry, looked up): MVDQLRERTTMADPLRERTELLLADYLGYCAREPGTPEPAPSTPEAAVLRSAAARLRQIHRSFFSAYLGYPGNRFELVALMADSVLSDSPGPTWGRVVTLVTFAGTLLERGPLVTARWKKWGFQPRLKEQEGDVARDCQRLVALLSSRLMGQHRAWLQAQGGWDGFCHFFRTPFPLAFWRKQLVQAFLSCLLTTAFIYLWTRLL
Rab2 wt GTP = modulators of GTP binding to Rab2A wildtype, primary screen, biochemical, dog, bead-based flow cytometry, multiplex; GTP binding activity, % at 10 µM; 0.19% of 190,000 active; AID 760, 2007; GST-Rab2 wt beads, Bodipy-GTP binding; Ras-related protein Rab-2A (Canis lupus familiaris), P61105;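 active = GTP binding activity at least 20 points away from 100%, either lowered or raised; inconclusive = signal likely due to the compound's own green fluorescence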;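 also: 0% = beads with excess unlabeled GTP and 100% = no-compound control corrected for plate trend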
HRas wt GTP = modulators of GTP binding to HRas wildtype, primary screen, biochemical, bead-based flow cytometry, multiplex | AID 759, 2007 | GTP binding activity, % at 10 µM | GTPase HRas (Homo sapiens), P01112 | 0.14% of 190,000 active | GST-Ras wt beads, Bodipy-FL-GTP binding; actives lie on both sides;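 active = GTP binding activity at least 20% away from the 100% baseline, either lowered as inhibitor or raised as activator; inconclusive = flagged as likely green fluorescent, judged across all proteins in the well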;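 also: 0% = unlabeled GTP competition control and 100% = no-compound control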
Target sequence (P01112 whole entry, looked up): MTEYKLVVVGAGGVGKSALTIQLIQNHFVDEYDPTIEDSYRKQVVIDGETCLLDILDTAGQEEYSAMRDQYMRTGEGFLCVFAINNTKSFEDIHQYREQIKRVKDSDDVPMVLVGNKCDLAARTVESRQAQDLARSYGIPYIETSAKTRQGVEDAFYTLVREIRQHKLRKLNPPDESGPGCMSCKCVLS
* = called active by the depositor; ? = inconclusive. Rule as the data show it, unless noted: active = inhibition above about 40%.

SMILES	Bim-Bcl-XL	Cdc42 wt	Rac1 mut GTP	Rab7 wt GTP bind	Bcl-W Bim block	Bcl-2 Bim block	Rac1 wt GTP bind	Bfl-1 Bim block	Bim-Bcl-B	Rab2 wt GTP	HRas wt GTP
CCOC(=O)c1nc[nH]c1C	-12	100	97	103	2	-6	107	-8	-10	101	100
COc1ccc(CC2(CO)CCN(Cc3cnn(-c4ccccc4)c3)CC2)cc1	-3	99	98	95	0	0	101	2	1	101	98
CCC(C)C1C(C#N)=C(N)OC2=C1C(=O)CC(C)(C)C2 (stereo not given)	0	100	101	101	1	-7	104	-10	-4	101	101
O=C(Nc1nnc(SCC(=O)N2CCOCC2)s1)c1ccccc1Cl	-7	101	97	96	-2	-5	98	0	-5	97	99
Cc1nnc(SCc2cccc([N+](=O)[O-])c2)o1	-4	96	95	103	0	-4	100	-5	-3	99	101
CC(C)c1ccc(C(=O)CSc2ncn[nH]2)cc1	-6	101	101	100	0	-8	105	-6	-16	102	103
C=CCN=C1CC(C)(C)CC(=O)/C1=C(\O)c1ccccc1	-2	100	96	101	0	0	100	-7	-3	98	100
COc1ccc(Cc2noc(CN(C)Cc3cccc(-n4cccn4)c3)n2)cc1OC	0	100	98	98	0	1	98	5	2	100	98
COCCNCCCCOc1ccc(C)cc1[N+](=O)[O-]	-7	102	103	102	-2	0	108	-3	-2	103	102
CCOc1ccc(CN2CCN(C3CCSCC3)CC2CCO)cc1 (stereo not given)	-1	96	95	105	-2	-6	98	-7	-3	101	99
COc1ccccc1Nc1nc(C2(C)CCC(=O)O2)cs1 (stereo not given)	-12	102	99	100	-3	-12	103	-12	-9	100	99
c1ccc(Oc2nnc(-c3cccs3)c3ccccc23)cc1	-5	93	95	93	-4	-4	98	0	-6	95	96
O=C(NC1CCCCC1)C(c1ccncc1)N(Cc1ccc2c(c1)OCO2)C(=O)C(F)(F)F (stereo not given)	-2	101	99	103	0	2	104	3	-2	100	101
Cc1nnc(SCc2ccccc2)[nH]c1=O	-7	98	99	102	-5	-5	104	-9	-7	100	98
COC(=O)C1=C(N)Oc2cc(C)n(Cc3cccnc3)c(=O)c2C1c1cccc(OC)c1OC (stereo not given)	-5	101	99	102	0	-6	102	-2	-4	99	100
CCOC(=O)C1Cn2c(nc3c(c2=O)C2(CCCC2)Cc2ccccc2-3)S1 (stereo not given)	-1	100	98	97	-4	0	102	-2	-3	97	99
Cc1ccc(-c2c(C#N)c(N)n(-c3ccccc3)c(=O)c2C#N)cc1	0	111	106	102	0	-2	117	-3	-1	102	107
O=C(c1cccc(S(=O)(=O)N2CCCCC2)c1)N1CCOCC1	0	97	96	99	-6	-2	96	-4	-2	96	97
COc1ccc(N2C3=[N+](CCCC3)CC2(C)O)cc1 (stereo not given)	-11	100	97	99	2	-7	101	-13	-8	99	99
CCn1c(SCC(=O)N2CCCCC2)nnc1-c1ccc(S(=O)(=O)N2CCN(C)CC2)cc1	0	95	92	96	0	-2	91	1	-1	92	95
O=C(CN1C(=O)C2C3CC(C(Br)C3Br)C2C1=O)N1CCOCC1 (stereo not given)	-2	100	102	99	-2	-2	103	0	-2	103	101
CC1CCCCN1CCn1c(=S)[nH]c2ncccc2c1=O (stereo not given)	-5	105	100	101	-2	-7	106	-17	-6	100	104
CCC1C(C#N)=C(SC)NC2=C1C(=O)CC(C)(C)C2 (stereo not given)	-5	106	102	105	0	-7	110	-8	-7	106	104
O=C(Cn1nc(CNc2ccc(Cl)cc2)[n+]2c1CCCCC2)c1ccccc1	-7	100	99	97	-14	-10	100	-4	-5	101	98
O=C(NCc1ccccc1)N1CCN(c2ccccc2F)CC1	-2	102	99	103	4	-6	105	-11	-5	101	102
Cn1ccnc1SCC(=O)Nc1ccc2c(c1)OC(F)(F)O2	-1	97	94	103	-1	-3	95	-6	0	98	99
CCN(CCNC(=O)C1CCN(S(=O)(=O)c2cccc3cccnc23)CC1)c1ccccc1	-7	100	97	100	-4	-6	100	-3	-8	100	99
COC(=O)c1cccc2c1-c1ccccc1/C2=N/O	-5	104	99	97	3	-10	103	-9	-9	98	102
N#CCN1C(=S)N=C(Nc2cccc(Cl)c2)C12CCCCC2	-3	107	101	101	-1	-1	106	-1	-2	101	102
CCOc1cc(/C=N/NC(=O)OC)ccc1OCCSc1ccc(Cl)cc1	-5	102	100	100	-3	-8	104	-7	-10	98	100
COC(=O)c1sc2cc(C(F)(F)F)cnc2c1-c1ccccn1	-2	95	95	97	-2	-6	96	-5	-4	96	97
COc1ccc(N(C(=O)COc2ccccc2)C2C=CS(=O)(=O)C2)cc1 (stereo not given)	-1	96	95	96	0	-5	97	-11	-6	95	97
COc1ccccc1N(CC(=O)N1CCc2ccccc2C1)S(C)(=O)=O	-4	96	95	94	-3	-4	98	-9	-4	94	94
Cc1ccc(C2=N/C(=C\N3CCCCC3)C(=O)O2)cc1	-11	100	98	101	0	-5	101	-10	-3	101	101
COc1ccc(N=c2oc3cc(O)ccc3cc2C(=O)Nc2ccccn2)cc1OC	0	89	92	101	2	-1	97	-1	-1	89	92
COC(=O)CCC(=O)NC(=S)Nc1ccc(S(=O)(=O)Nc2cc(OC)nc(OC)n2)cc1	-3	98	97	108	-2	-2	102	0	-1	100	99
CC(=O)NC(C)c1ccc(Cl)c(Cl)c1 (stereo not given)	1	98	97	96	-2	0	96	-4	-6	98	97
C=CCNCC(=O)Nc1ccccc1SCC(=O)Nc1ccsc1C(=O)OC	0	91	92	101	1	0	92	5	2	96	94
COc1cc(C(c2c(C)[nH][nH]c2=O)c2c(C)[nH][nH]c2=O)cc([N+](=O)[O-])c1O	-2	99	95	106	1	-3	101	-4	-3	101	98
COc1ccccc1CNS(=O)(=O)c1cc(C)ccc1OC	-6	98	95	97	-1	-10	100	-20	-5	97	97

Structural class, the entries above with a thiophene ring, fused or not
SMILES	Bim-Bcl-XL	Cdc42 wt	Rac1 mut GTP	Rab7 wt GTP bind	Bcl-W Bim block	Bcl-2 Bim block	Rac1 wt GTP bind	Bfl-1 Bim block	Bim-Bcl-B	Rab2 wt GTP	HRas wt GTP
c1ccc(Oc2nnc(-c3cccs3)c3ccccc23)cc1	-5	93	95	93	-4	-4	98	0	-6	95	96
COC(=O)c1sc2cc(C(F)(F)F)cnc2c1-c1ccccn1	-2	95	95	97	-2	-6	96	-5	-4	96	97
C=CCNCC(=O)Nc1ccccc1SCC(=O)Nc1ccsc1C(=O)OC	0	91	92	101	1	0	92	5	2	96	94

Next entries follow.
SMILES	Bim-Bcl-XL	Cdc42 wt	Rac1 mut GTP	Rab7 wt GTP bind	Bcl-W Bim block	Bcl-2 Bim block	Rac1 wt GTP bind	Bfl-1 Bim block	Bim-Bcl-B	Rab2 wt GTP	HRas wt GTP
Cc1c(C(=O)Nc2ccccn2)oc2ccccc12	1	106	98	101	0	-4	103	-2	-3	104	100
CC(C)NC(=O)COC(=O)c1ccc(Cl)c(S(=O)(=O)N2CCCC2)c1	-6	102	97	102	3	-5	101	-12	-9	99	100
CC(=O)c1cccc(NC(=O)N2CCC(c3nnc(SCC(N)=O)n3C)CC2)c1	-4	99	96	97	-2	-1	99	-4	-6	98	99
N#Cc1nc(-c2ccccc2)oc1N1CCCCC1	-3	97	98	102	-2	-2	98	-3	-2	99	97
COc1ccc(C)cc1-n1c(=O)c2ccccc2c2ccccc2c1=O	27	91	93	100	19	8	95	3	15	92	92
CC(C(=O)NC1=NCCS1)(C(F)(F)F)C(F)(F)F	-4	97	97	99	-1	-8	101	-11	-8	97	98
Cc1cccc(C)c1NC(=O)c1sccc1SCC#N	8	97	98	95	1	5	98	3	1	98	98
CC1(C)Cc2c(sc3nc(SCC(=O)NCc4ccco4)n(-c4ccccc4)c(=O)c23)CS1	-6	?	?	?	-3	-9	?	-4	-7	?	?
CC(C)CCNC(=O)c1cc(-c2ccco2)nc2ccccc12	-3	98	101	94	-3	-3	101	-5	-4	96	98
O=C(Nc1ccc(OC(F)F)c(Cl)c1)c1cccc(OC(F)F)c1	0	101	99	97	0	1	98	0	0	103	101
Cc1ccc(CNC(=S)Nc2ccc(C)c([N+](=O)[O-])c2)cc1	-7	98	96	101	-3	-5	99	-5	0	99	99
COc1cc2ccccc2cc1C(=O)OCC(=O)N1CCOCC1	-9	102	101	94	-6	-7	106	-10	-5	99	98
Cc1nc(SCc2ccccc2)c([N+](=O)[O-])[nH]1	-7	98	97	96	-4	-1	99	0	-5	95	97
CCC(c1nnnn1C(C)(C)C)N1CCN(c2cc(Cl)ccc2C)CC1 (stereo not given)	0	104	99	101	7	-3	109	-10	-3	101	101
O=[N+]([O-])c1ccc(C2Oc3ccccc3C3CC(c4ccccc4)=NN32)s1 (stereo not given)	-5	96	96	101	0	-3	102	0	-5	97	98
Cc1ccc(S(=O)(=O)N/N=C\c2cc([N+](=O)[O-])ccc2Cl)cc1	-8	98	95	101	0	-4	98	-12	-7	100	99
Cc1nc(NC(=S)NC(=O)c2cncc(Br)c2)ccc1Br	-2	96	95	102	-3	-2	95	-3	-1	99	98
O=C(NCc1cccs1)C1CCC(CNS(=O)(=O)c2ccc(Br)s2)CC1 (stereo not given)	0	100	96	103	0	0	101	0	0	99	100
CC1(C)CC(=O)c2sc(NC(=O)CN3CCCCC3)nc2C1	1	101	98	105	-2	0	101	-2	-2	101	102
CCCCn1c(=O)[nH]c(=O)c2c1nc(COc1ccc(C#N)cc1)n2CCC	-3	97	100	99	3	-4	101	-7	-4	102	98
N=C1C(c2nc3ccccc3c(=O)[nH]2)=C(O)CN1CCO	0	101	98	98	-1	0	101	-2	0	97	99
O=C(/C=C/c1ccc(OC2CSC2)cc1)c1ccc(Cl)cc1	-5	96	95	102	-2	-1	100	-1	-8	94	97
COc1ccc(OC)c(C(c2nnnn2Cc2ccco2)N2CCN(C)CC2)c1 (stereo not given)	-2	98	96	92	-1	-2	94	-6	-2	98	95
O=C1N(Cc2cccnc2)C[C@@H]2C[C@@H](c3ccc(C(F)(F)F)cc3)N3CCC[C@@]123	-1	97	98	103	0	-3	98	-6	-3	101	98

Bioassay records (PubChem)
